Ba/F3 V617F tox: loss of viability in JAK2V617F-driven Ba/F3 cells; Ba/F3 EpoR-JAK2V617F viability, ATP luminescence; inhibition, % at 5.6 µM; 220,000 tested, 1.1% active;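 active = inhibition above the campaign mean plus 3 SD over all tested compounds, cut at about 24% in these data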;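 note: cytokine-independent growth of Ba/F3 cells driven by EpoR plus mutant JAK2; 0% = DMSO-treated cells and 100% = JAK inhibitor I control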
S1P4 ag: activates the human S1P4 receptor; 220,000 tested, 0.35% active; AID 1509; S1P4-expressing cell line, agonist reporter assay; activation, % at 4.98 µM; in the data active = activation above about 11%;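 note: 0% = DMSO vehicle and 100% = reference agonist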
NPY Y1 blocker: antagonists of human neuropeptide Y receptor Y1. P25929. HEK293-CNG Y1 cells, membrane potential fluorescence; NPY at EC95, then isoproterenol. inhibition, % at 3.6 µM. 200,000 tested, 1% active;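 active = inhibition above the campaign mean inhibition of all tested compounds plus 3 SD, cut at about 20% in these data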;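 note: 0% = DMSO wells given NPY plus isoproterenol and 100% = isoproterenol alone without NPY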
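Material: HEK293 Y1/CNG channel cell line; also added: NPY (25 nM), isoproterenol (1 µM), Ro 20-1724 (25 µM); doses: one concentration, 3.6 µM, in 0.4% DMSO; schedule: compound incubation 1 h at room temperature, readout 45 min post-stimulation; technique: membrane potential fluorescence; measure: fluorescence ratio normalized to % inhibition between controls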
Runt-CBFb FRET: Runt domain-CBFb interaction inhibition | Cerulean-Runt/Venus-CBFb FRET ratio 530/480, 1 h | inhibition, % at 20 µM | 220,000 tested, 0.46% active;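 active = inhibition over about 50% at 20 µM in the single-dose screen, limit read from the data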;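 note: 0% = DMSO wells and 100% = excess unlabeled CBFb competitor control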
Target sequence (Q01196 whole entry, looked up, the tested form may be a part): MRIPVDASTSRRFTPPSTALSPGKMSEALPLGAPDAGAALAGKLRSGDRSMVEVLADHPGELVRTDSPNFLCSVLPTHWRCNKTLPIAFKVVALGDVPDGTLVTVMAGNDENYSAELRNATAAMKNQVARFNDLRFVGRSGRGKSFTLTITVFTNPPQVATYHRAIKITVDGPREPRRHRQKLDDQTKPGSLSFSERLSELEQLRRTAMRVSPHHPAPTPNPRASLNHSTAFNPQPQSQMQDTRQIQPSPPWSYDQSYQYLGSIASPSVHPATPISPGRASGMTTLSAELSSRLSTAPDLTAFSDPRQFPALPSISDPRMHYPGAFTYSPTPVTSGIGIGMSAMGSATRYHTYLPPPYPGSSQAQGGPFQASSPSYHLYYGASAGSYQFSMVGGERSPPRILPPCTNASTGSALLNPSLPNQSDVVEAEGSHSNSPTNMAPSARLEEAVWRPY
Target sequence (Q13951 whole entry, looked up, the tested form may be a part): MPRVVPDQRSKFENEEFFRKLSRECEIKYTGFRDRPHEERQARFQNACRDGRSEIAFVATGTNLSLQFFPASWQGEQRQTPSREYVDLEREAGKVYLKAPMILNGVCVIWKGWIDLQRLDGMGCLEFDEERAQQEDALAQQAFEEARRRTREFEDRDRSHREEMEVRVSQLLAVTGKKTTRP
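Assay system: Cerulean-Runt domain fusion protein, energy donor; Signal: fluorescence energy transfer, 422 nm excitation, 530/480 nm emission; Timing: 1 h compound exposure, room temperature; Control set: unlabeled CBFb; Medium: Tris buffer pH 7.5 with salts and BSA; Compound: single test concentration of 20 µM, 1% DMSO final; Probe or stimulus: Venus-CBFb 100 nM.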
NPY1 pot ag: human NPY-Y1 potentiation or agonism, primary screen; P25929; NPY-Y1 expressing cells, potentiator/agonist activation; activation, % at 3.6 µM; 220,000 tested, 0.37% active; in the data active = activation above about 33%, passing the limit was not always enough;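 note: cells stimulated with NPY at EC10 then isoproterenol at EC100; 0% = low agonist plus stimulus and 100% = saturating agonist plus stimulus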
BaF3 parental: counter-screen for JAK2V617F inhibitors: parental Ba/F3 viability inhibitors. CellTiter-Glo ATP luminescence. inhibition, % at 5.6 µM. 220,000 tested, 1.1% active;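 active = inhibition above a per-campaign cutoff, the mean inhibition of all tested compounds plus 3 SD, cut at about 27% in these data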;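 note: 0% = DMSO wells and 100% = JAK Inhibitor I control wells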
NPY2 pot ag: potentiates or activates human NPY-Y2 receptor; P49146; cells expressing NPY-Y2, potentiator/agonist read-out; activation, % at 3.6 µM; 220,000 tested, 0.45% active; in the data active = activation above about 27%;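 note: cells stimulated with NPY near EC25 plus isoproterenol at EC100; 0% = vehicle plus submaximal agonist and 100% = vehicle plus saturating agonist; some results beyond the cut were filed as inactive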
Target sequence (P49146 whole entry, looked up): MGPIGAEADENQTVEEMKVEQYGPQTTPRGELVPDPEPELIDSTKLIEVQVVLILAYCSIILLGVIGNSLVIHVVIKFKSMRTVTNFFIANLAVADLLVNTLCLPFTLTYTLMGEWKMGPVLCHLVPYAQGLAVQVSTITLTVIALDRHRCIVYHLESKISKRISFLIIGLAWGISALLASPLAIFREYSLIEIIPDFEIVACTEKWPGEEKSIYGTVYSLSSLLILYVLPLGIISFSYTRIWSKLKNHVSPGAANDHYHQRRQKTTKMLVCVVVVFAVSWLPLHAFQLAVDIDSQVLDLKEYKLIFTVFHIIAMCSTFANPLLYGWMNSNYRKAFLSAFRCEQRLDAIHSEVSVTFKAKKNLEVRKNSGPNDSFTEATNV
S1P4 antagonist: blocks the human S1P4 receptor; O95977; S1P4-expressing cells, antagonist mode, reporter read-out; inhibition, % at 4.98 µM; 220,000 tested, 0.26% active; AID 1510; in the data active = inhibition above about 29%;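 note: 0% = wells stimulated with agonist and 100% = vehicle wells without agonist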
RBBP9 inh: blocks human serine hydrolase RBBP9; AID 1515; inhibition, % at 7.94 µM; O75884; recombinant RBBP9, FP-Rh probe fluorescence polarization; 220,000 tested, 0.2% active;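 active = inhibition above the campaign mean of all tested compounds plus 3 SD, cut at about 14% in these data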;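 note: plate controls were DMSO wells with RBBP9 for no effect and wells lacking RBBP9 protein for full effect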
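Test system: recombinant human RBBP9; Timing: 30 min then 45 min, 25 °C; Detection: fluorescence polarization; Control set: RBBP9 with DMSO as uninhibited control, no-protein wells as full inhibition; Compound dosing: one concentration, 7.94 µM nominal, 0.794% DMSO; Probe or stimulus: FP-Rh activity-based probe, 375 nM before mixing.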
The depositor's hits bear a star; . = no result given. Compounds were not picked by outcome; overall some 3.6% were active at least once.

The opening three compounds, to show the layout:
SMILES	Ba/F3 V617F tox	S1P4 ag	NPY Y1 blocker	Runt-CBFb FRET	NPY1 pot ag	BaF3 parental	NPY2 pot ag	S1P4 antagonist	RBBP9 inh
CC(=O)Nc1cccc(/C(C)=N/NC(=O)c2ccc(O)cc2)c1	2	0.1	3	0	11	5	8	-10	-7
S=C1NCCOCCOCCOCCOCCNC(=S)NCCOCCOCCOCCOCCN1	-2	1.0	-2	1	-34	1	8	-9	-2
CC(C)C(NC(=O)c1ccc(Br)cc1)C(=O)NC1=NCCS1 (configuration not stated)	3	1.1	-3	1	-10	5	-10	-2	3

All compounds of this part, previewed entries included:
SMILES	Ba/F3 V617F tox	S1P4 ag	NPY Y1 blocker	Runt-CBFb FRET	NPY1 pot ag	BaF3 parental	NPY2 pot ag	S1P4 antagonist	RBBP9 inh
CC(=O)Nc1cccc(/C(C)=N/NC(=O)c2ccc(O)cc2)c1	2	0.1	3	0	11	5	8	-10	-7
S=C1NCCOCCOCCOCCOCCNC(=S)NCCOCCOCCOCCOCCN1	-2	1.0	-2	1	-34	1	8	-9	-2
CC(C)C(NC(=O)c1ccc(Br)cc1)C(=O)NC1=NCCS1 (configuration not stated)	3	1.1	-3	1	-10	5	-10	-2	3
COc1cccc(C2Nc3ccccc3C(=O)N2O)c1O (configuration not stated)	3	-0.4	-3	2	7	2	8	-13	-4
COC(C)(C)[C@]12CC(O)(c3ccccc3)ON1[C@H]1CCCCC1N2O (some centres not stated)	-2	-0.2	4	3	10	2	4	3	-2
CCCSc1nc2c(c(=O)[nH]c(=O)n2C)n1CC(O)COc1ccccc1 (configuration not stated)	-2	0.2	.	1	-10	0	9	-16	-9
COc1ccc(OC)c(C(c2nnnn2CCc2ccccc2)N2CCN(c3ccccc3)CC2)c1 (configuration not stated)	-1	-1.1	5	-1	23	4	-1	-2	-6
Cc1ccc(C(=O)c2cc3ccccc3o2)cc1	-3	0.2	6	-2	-5	0	5	-16	-6
Cc1ccc(C(=O)Nc2cccc(C(=O)NCc3ccccc3)c2)cc1	2	0.6	2	1	-8	7	14	-3	-6
Cc1cc(C(=O)N(NC(=O)C(C)C)c2ccccc2)cs1	-1	1.4	2	0	-5	2	10	2	-5
CCN1CCN(c2nc(-c3ccccn3)nc3ccccc23)CC1	0	-1.5	-5	1	2	3	-13	-12	-5
C[n+]1cccc(CNC(=O)/C=N/O)c1	2	-0.3	2	-3	9	8	11	1	-12
Cc1ccc(NC(=O)Cn2cnc3cc([N+](=O)[O-])ccc3c2=O)cc1	0	1.7	.	1	-24	4	-25	-22	-8
O=C(NNc1c(Cl)cccc1Cl)c1c(F)cccc1Cl	0	0.1	.	0	-24	0	0	18	-12
FC(F)(Cl)c1nnc2ccc(Sc3ccccn3)nn12	-1	0.0	5	5	4	-2	-9	-10	0
CCN1CCCc2cc(CN(CCN3CCOCC3)C(=S)Nc3ccccc3OC)ccc21	-5	-3.2	2	-7	5	3	0	-5	7
O=C(NNC1CC(=O)N(c2ccccc2)C1=O)c1ccc(COc2ccccc2Cl)o1 (configuration not stated)	5	-1.2	-4	-4	-3	7	-8	-14	-14
COc1ccc(C(=O)NCC(=O)OCc2ccc([N+](=O)[O-])cc2)cc1	-3	-0.3	7	1	8	1	20	-7	7
O=S(=O)(c1ccccc1)c1cnc(-c2ccccc2)nc1N1CCCCC1	2	-0.2	2	1	-19	5	-13	9	-10
c1ccc(-n2nnnc2-n2nnc3ccccc32)cc1	-4	-2.6	-7	0	-16	-2	-4	5	1
CCN1CCN(C(=O)c2nn(-c3ccccc3)c(=O)c3ccccc23)CC1	0	0.0	2	-1	5	4	-1	-5	0
CCOC(=O)CNC(=O)CSc1nc(N(C)C)nc(N2CCOCC2)n1	0	-0.2	-6	0	14	3	2	-2	1
CC(C)CC(c1nnnn1CC1CCCO1)N1CCN(C2CCCC2)CC1 (configuration not stated)	-2	-0.6	-3	1	0	1	14	-7	-3
O=C(Nc1ccccc1)C1CC2CCCC(C1)C2=O (configuration not stated)	-3	-0.5	5	0	5	0	13	-9	-6
COc1cccc(-c2noc(N)c2C#N)c1	3	2.5	0	-1	-5	3	5	-20	-8

(further entries)
SMILES	Ba/F3 V617F tox	S1P4 ag	NPY Y1 blocker	Runt-CBFb FRET	NPY1 pot ag	BaF3 parental	NPY2 pot ag	S1P4 antagonist	RBBP9 inh
CC(C)(C)c1ccc(OC(=O)c2ccc3nsnc3c2)cc1	-3	-3.3	-5	-2	-7	1	11	-9	-6
CC(C)(C)OC(=O)N1CCN(C(=O)c2cccnc2Cl)CC1	1	0.3	-1	-2	19	12	9	-4	-1
Cc1ccc(Nc2c(-c3ccco3)nc3ccccn23)cc1	2	1.2	5	13	-7	8	19	11	-6
CC(=O)N1CCN(S(=O)(=O)c2cccc(C(=O)Nc3ccc4c(c3)CCC4)c2)CC1	8	-2.3	-9	-3	-5	9	0	6	-10
COc1ccc(S(=O)(=O)NC2CC2)cc1C(=O)N1CCOCC1	-2	2.8	10	0	8	4	4	-18	-1
O=C(CSc1ccc(Cl)cc1)NN=C1CCCCCC1	5	-0.8	9	-2	-8	-2	-6	-5	1
CS(=O)(=O)N1CCc2cc(C(=O)N3CCCC3)ccc21	-1	2.2	3	0	6	4	-13	-18	-7
Cc1cc(C(=O)N/N=C2\CC(=O)CC(C)(C)C2)c(C)n1-c1ccccc1	4	1.2	-6	-2	-21	4	-4	-10	-11
Cc1c(CNCC(C)c2ccccc2)c(C(=O)O)c(C)n1Cc1ccccc1 (configuration not stated)	-2	-1.9	-4	-1	11	1	16	-8	-5
CC1CN(C(=O)COC(=O)c2ccc(N(C)C)cc2)CC(C)O1 (configuration not stated)	-1	-0.8	6	2	-6	6	-6	2	1
COC(=O)[C@H](CCSC)NC(=O)NCc1ccc(S(N)(=O)=O)cc1	-1	0.7	-5	-3	-1	3	11	-7	1
Cc1ccc2nc(-c3sc4nc(C)cc(C)c4c3N)[nH]c2c1	-1	2.1	2	4	-27	1	-18	-4	-4
CC(=O)N1CCN2C(=O)C1CCCC(=O)c1cc(C3CCCCC3)ccc12 (configuration not stated)	-4	1.4	3	0	15	6	11	-33	-5
CC(C)C(=O)NC(Nc1ccccc1F)C(Cl)(Cl)Cl (configuration not stated)	-1	-1.9	-1	-1	-2	2	10	-7	-8
COc1ccc2cc(C(=O)C3CCCN(C(=O)CCc4cnn(C)c4)C3)ccc2c1 (configuration not stated)	4	0.6	5	-4	1	5	12	-6	-1
Cc1onc(-c2ccccc2)c1C(=O)N/N=C/c1cc2c(cc1Br)OCO2	1	0.5	1	0	-1	5	21	8	-5
CCCCCN1CSC(=S)N(Cc2ccccc2)C1	-2	-0.3	5	0	-5	5	-6	-19	-6
COCCCN1C(=O)c2ccc(C(=O)NCc3ccco3)cc2C1=O	3	1.7	5	-1	6	3	0	-4	-4
NC(=O)N/N=C/c1cc(Br)ccc1OCC(=O)NCc1ccccc1	-1	-1.7	-3	-2	-12	9	-2	-17	4
Cc1onc(-c2ccccc2Cl)c1C(=O)NC(=S)NCc1cccnc1	8	-0.4	-1	0	-6	11	-11	-8	1
Cc1ccc(NC(=O)c2onc(C)c2Cl)cc1	3	-2.6	-3	3	16	11	-2	20	1
COc1ccc(NC2CCN(C3CC(=O)N(c4ccc(F)c(Cl)c4)C3=O)CC2)cc1 (configuration not stated)	-5	0.7	-5	14	4	-1	15	5	-11
O=C1OC(/C=C/c2ccccc2)=NC/1=C\c1cccnc1	3	0.0	2	-1	-4	6	3	9	-8
Cc1ccc(C)c(SCC(=O)OCC(=O)NCc2ccccc2)c1	1	-0.4	9	-1	3	2	-5	-10	-2
COCCn1c(SCC(=O)Nc2ccc(NC(=O)c3ccco3)c(OC)c2)nc2ccccc2c1=O	0	0.7	6	1	-7	4	-3	-14	-8

(more compounds)
SMILES	Ba/F3 V617F tox	S1P4 ag	NPY Y1 blocker	Runt-CBFb FRET	NPY1 pot ag	BaF3 parental	NPY2 pot ag	S1P4 antagonist	RBBP9 inh
O=C(CCNS(=O)(=O)c1cccs1)NC1CCN(Cc2ccccc2)CC1	2	1.5	-2	1	-1	7	3	2	-7
COc1ccc(N(C(=O)c2ccco2)S(=O)(=O)c2cccs2)cc1	-4	1.6	1	0	8	0	-8	-27	-3
Cc1cc(C(F)(F)F)n(-c2nc(C(=O)NN)cs2)n1	2	1.0	0	-2	-27	4	10	-2	-9
CCOc1ccccc1C1C(C#N)=C(N)SC(N)=C1C#N	3	-0.8	3	13	-7	2	-15	10	10
COc1ccc(CNC(=O)CN(C(=O)CCC(=O)Nc2ccccn2)c2cccc(C)c2)cc1	-3	2.2	-2	.	22	7	11	-18	-7
CN(c1ccccc1C(=O)Nc1cccc([N+](=O)[O-])c1)S(C)(=O)=O	1	0.6	-1	0	-2	3	-9	-9	-10
Cc1ccc(-n2nc(C(=O)NCc3ccc(C)o3)c3c4ccccc4n(C)c3c2=O)cc1	3	2.7	8	-2	-29	5	-19	20	-4
C=CCn1c(SCC(=O)Nc2cccnc2Cl)nnc1-c1ccccc1F	-2	1.4	1	0	-19	3	-9	-12	-2
COC(=O)c1[nH]c2ccccc2c1NC(=O)/C=C/c1ccc2c(c1)OCO2	-5	0.4	2	1	-3	4	-6	-15	-7
Cc1cc(C)n(-c2nc3ccccc3c(=O)n2OCC(=O)OCc2ccccc2)n1	-1	-0.4	2	-2	-24	4	4	-2	-9
CN(C)C(=O)N1CCCC(C(=O)NCc2ccccc2Cl)C1 (configuration not stated)	0	0.0	3	0	3	4	-2	1	-13
CC(NC=C1C(=O)OC(C)(C)OC1=O)C(=O)O (configuration not stated)	-4	-3.5	-8	-1	-7	-1	-23	2	-1
N/C(=N\N=C\c1ccnc2ccccc12)SC1CC(=O)N(c2ccc(Br)cc2)C1=O (configuration not stated)	4	-1.1	2	-5	2	2	-1	8	-4
N=c1c2c(ncn1Cc1ccco1)Oc1ccc3ccccc3c1C2c1ccccc1 (configuration not stated)	-1	1.0	39*	-1	-11	2	5	15	-34
C/C(CCC(C)C)=N\NC(=O)COc1ccccc1-c1ccccc1	-3	1.4	4	-1	-11	1	-15	-4	-4
COCC(C)n1c(C)cc(C(=O)CSc2cc(C)c3ccccc3n2)c1C (configuration not stated)	0	0.2	2	3	-23	5	4	1	-10
N#CC1=C(SCc2ccccc2)NC(=O)CC1c1ccco1 (configuration not stated)	0	-0.3	2	11	5	3	12	4	-5
O=C(N=C1c2ccccc2CN1c1ccc(F)cc1)c1ccc(Cl)nc1	0	3.0	3	2	-4	5	9	-7	-8
CCOc1cc(C(=O)NCC2CCCO2)cc(OCC)c1OCC (configuration not stated)	0	0.2	2	2	-8	3	-1	1	-2
CCOC(=O)C1(C)C=C(Nc2ccc(NC(C)=O)cc2)C(=O)N1c1ccc(NC(C)=O)cc1 (configuration not stated)	-3	0.3	.	-2	10	0	-12	5	-12
